# High-throughput results as filed in PubChem.
# INS promoter inh – TRM-6 insulin promoter activity inhibition | inhibition, % at 2 µM | TRM-6 cells (human fetal islet line), insulin promoter-eGFP reporter, imaging; reporter expression induced with tamoxifen | 0.9% of 130,000 active;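 active = inhibition above the mean plus 3 SD, with well images judged a real hit on visual review, cut at about 60% in these data, passing the limit was not always enough; inconclusive = inhibition over the cutoff but images rejected on review; inactive = inhibition not above the cutoff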
# SDO1 yeast rescue – compounds rescuing growth of sdo1-depleted yeast, bone marrow failure model; S. cerevisiae sdo1-depleted JHY4D growth rescue, OD600 30 h; active compounds read high; pdr5 snq2 efflux-pump mutant strain; z-score at 10 µM; 0.21% of 140,000 active;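 active = z-score above 3 at both the 24 hr and the 30 hr optical density reads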;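 note: z-score against mean and SD of all compound wells on the same plate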
# SDO1 yeast rescue Rescue 24 h – also measured in SDO1 yeast rescue; calls as there; z-score; S. cerevisiae sdo1-depleted JHY4D growth rescue, OD600; measured here: growth rescue at 24 h;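 0 is the plate mean of compound wells and units are plate SD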
# Starred values were filed as active, the others as inactive; u = inconclusive; x = no result given.
mol	INS promoter inh	SDO1 yeast rescue	SDO1 yeast rescue Rescue 24 h
O=c1c2c(nc3c(-c4ccc(Cl)cc4)c[nH]n13)CCCC2	-18	-0.2	-0.44
CCC1=NN(C(=O)CCc2ccccc2)C(O)(C(F)(F)F)C1 (stereo not drawn)	0	0.43	-0.27
CN(C)S(=O)(=O)c1ccc(Cl)c(NC(=O)COC(=O)CCSc2ccccc2)c1	x	0.89	0.88
CCC1(C)Cc2c(sc3nnn(CC(=O)Nc4ccccc4)c(=O)c23)CO1 (stereo not drawn)	x	-0.78	-1.2
CCc1ccc(Nc2ncc3c(n2)CC(c2ccc(OC)cc2)CC3=O)cc1 (stereo not drawn)	28	-0.21	-0.2
O=S1(=O)CCN(Cc2ccc(Cl)cc2)CC1	-9	-0.13	-0.48
COc1ccc(C(=O)NC(=S)Nc2ccccc2F)cc1	-11	-0.33	0.64
COc1cc(/C=C/C(=O)N2CCCc3ccccc32)cc(OC)c1OC	-21	-0.5	-0.58
COc1cc(/C=C(\C#N)C(=O)Nc2cccc3ncccc23)cc(OC)c1OC	x	0.41	-0.14
CC(=O)c1ccc(N(C(=O)Cn2nnc(-c3ccccc3)n2)C(C(=O)NC2CCCCC2)c2ccccn2)cc1 (stereo not drawn)	37	-0.97	0.19
COC(=O)c1ccc(NS(=O)(=O)N(C)C)cc1	-32	0.03	0.07
C=CCc1cc2c(oc(=O)c3ccccc32)c(C)c1O	29	x	x
Cc1ccsc1/C=N/NC(=O)c1c[nH]c2ccccc12	x	-1	-0.04
CCCNC(=O)CN(C)S(=O)(=O)c1c(C)cc(C)cc1C	13	0.58	0.56
Cc1cccc(C(=O)NCC(=O)OCC(=O)N2CC3(C)CC2CC(C)(C)C3)c1 (stereo not drawn)	-32	0.71	-0.34
COc1ccc(OC)c(C2CC(c3c(-c4ccccc4)c4cc(Cl)ccc4[nH]c3=O)=NN2S(C)(=O)=O)c1 (stereo not drawn)	-12	-1	0.35
CC12CN3CC(C)(CN(C1)C3c1cc3ccccc3[nH]1)C2=O (stereo not drawn)	x	1.3	1.4
O=C(COC(=O)C1CCC1)NCc1ccccc1Cl	32	0.93	1.4
Cc1cc(C)cc(NC(=O)Cn2c(-c3ccccc3Cl)nc3ccccc32)c1	x	-1.3	-1.2
COC(=O)CN1C(=S)N(c2ccc(Cl)cc2)C(=O)C1CC(=O)Nc1ccccc1 (stereo not drawn)	22	-0.34	-0.95
CCOc1cc2c(cc1OCC)C(C(=O)O)C(c1cc(Br)c(O)c(OC)c1)N(C)C2=O (stereo not drawn)	x	-0.74	-0.54
Cc1ccc(CSC2=CS(=O)(=O)c3ccccc3N2)cc1	-41	0.33	0.54
Cn1nc(N)c2c(-c3ccc(Cl)cc3)c(C#N)c(N)nc21	6	3.3	2.8
CCC1CCCN1Cn1cnc2c([nH]c3ccc(Cl)cc32)c1=O (stereo not drawn)	-28	0.13	-0.33
C=CCC1CCCC(=O)N2CC[C@H](O)C12 (stereo partly drawn)	36	1	1.3
CCCn1nc(NC(=O)c2cccs2)c2cc3ccccc3nc21	0	-1.2	-1
Cc1ccc(-c2ccc(/C=N/c3ncn[nH]3)o2)cc1Cl	-16	-0.22	2.5
CC(C)CC(c1nnnn1CCc1ccccc1)N1CCN(C(=O)c2ccco2)CC1 (stereo not drawn)	-29	1.4	2.3
N=c1sccn1CC(=O)Nc1ccccc1Cc1ccccc1	x	0.49	0.16
Cc1nc2ccccc2n1CSc1ccccc1	x	0.92	1.1

# Structures from the list above that contain two or more sulfur atoms, in the order listed:
mol	INS promoter inh	SDO1 yeast rescue	SDO1 yeast rescue Rescue 24 h
CN(C)S(=O)(=O)c1ccc(Cl)c(NC(=O)COC(=O)CCSc2ccccc2)c1	x	0.89	0.88
Cc1ccc(CSC2=CS(=O)(=O)c3ccccc3N2)cc1	-41	0.33	0.54

# Returning to the listing with the three entries that preceded the break.
mol	INS promoter inh	SDO1 yeast rescue	SDO1 yeast rescue Rescue 24 h
CC(C)CC(c1nnnn1CCc1ccccc1)N1CCN(C(=O)c2ccco2)CC1 (stereo not drawn)	-29	1.4	2.3
N=c1sccn1CC(=O)Nc1ccccc1Cc1ccccc1	x	0.49	0.16
Cc1nc2ccccc2n1CSc1ccccc1	x	0.92	1.1
Cc1ccc(S(=O)(=O)N(Cc2cc3cc4c(cc3[nH]c2=O)OCCO4)CC2CCCO2)cc1 (stereo not drawn)	-12	-0.22	-0.04
COc1ccccc1-c1cc(C(=O)NCc2ccc(Cl)cc2)no1	x	-1.2	-1.1
CNc1nc(C(=O)O)nc(N2CCOCC2)n1	-272	0.21	-0.15
COc1ccc(Cc2nnc3c4cnn(C)c4ncn23)cc1	3	0.05	0.15
COc1ccc([C@H]2[C@H](C(=O)OC(C)(C)C)N3N=Cc4ccccc4C3C23C(=O)c2ccccc2C3=O)cc1OC (stereo partly drawn)	-43	0.05	0.35
CC1(c2ccc3noc(-c4ccc(Cl)cc4)c3c2)OCCO1	x	-0.74	-1.1
O=C(CN1C(=O)NC2(CCCc3ccccc32)C1=O)N1CCN(C(=O)c2ccco2)CC1 (stereo not drawn)	14	0.85	0.15
Cc1cc(NC(=O)CCC(=O)N(CC(=O)NC2CCCC2)Cc2ccco2)no1	3	0.83	0.51
O=C(Nc1cccc(F)c1)C1CCCN1S(=O)(=O)c1cccc2cccnc12 (stereo not drawn)	x	-1.1	-1.4
O=C(OCN1C(=O)c2ccccc2C1=O)c1ccccc1	32	0.34	0.55
CCc1ccc(C(=O)Nc2ccc(S(=O)(=O)Nc3nc(C)cc(C)n3)cc2)o1	51	0.97	1.1
COc1cc(C(=O)Nc2ccc(N(C)C)cc2)cc(OC)c1OC	x	0.29	-0.46
CC(Nc1cc(N2CCN(C(=O)C(C)(C)C)CC2)ccc1[N+](=O)[O-])c1ccccc1 (stereo not drawn)	-13	-1.5	-1.4
O=C(Cc1ccc(Br)cc1)OCC(=O)c1ccc2c(c1)OCCO2	14	0.06	-0.24
CCC(=O)Oc1ccc(C(=O)Nc2ccc3c(c2)C(=O)N(C2CCCCC2)C3=O)cc1	-7	-0.06	1.2
O=C1CCCN1c1cc(Cl)ccc1Cl	0	0.77	-0.15
CCN(CC)C(=O)c1ccc2c(c1)N(Cc1ccccc1)C(=O)CS2=O (stereo not drawn)	u	1.5	1.5
COc1ccc(OC)c(N2C(=O)C(Cl)=C(N3CCOCC3)C2=O)c1	0	0.43	-0.03
CN(CC(=O)N1CCc2ccccc2C1)S(=O)(=O)c1ccc2c(c1)c(=O)n(C)c(=O)n2C	x	1.4	1.4
CC(C)(C)c1ccc(-c2n[nH]c(=S)n2CCCN2CCOCC2)cc1	-5	x	x
CCc1nnc(NC(=O)CSc2nnc(-c3c[nH]c4ccccc34)n2CCOC)s1	x	0.51	-0.07
O=C(Nc1ccccc1N1CCOCC1)C1CCN(S(=O)(=O)c2ccc(F)cc2)CC1	-11	-0.61	-1.1
Cc1cc(Nc2ccc3c(c2)OCCO3)n2nc(C)nc2n1	x	-0.15	-0.42
CC(C)c1ccc(-c2cc(C(=O)NN3CCN(C)CC3)c3ccccc3n2)cc1	x	0.45	0.37
CC(=O)N1CCc2cc(Br)cc(S(=O)(=O)NCc3ccccn3)c21	-7	0.34	-0.53
CC(C)CC(=O)NC(=S)Nc1cc(C(=O)O)ccc1Cl	40	1.3	0.35
O=C(/C=C/c1ccc([N+](=O)[O-])cc1)Nc1cccnc1	-10	0.57	-0.6
CC1CCN(CCC(=O)Nc2ccccc2)CC1	79*	x	x
O=C1NC(=O)/C(=C\c2ccsc2)N1	72*	x	x
CN1C(=O)Cc2cc(S(=O)(=O)N3CCOCC3)ccc21	-10	0.96	0.09
CCC1CSC(Nc2ccc(C(=O)/C=C/c3ccc(Oc4ccccc4)cc3)cc2)=N1 (stereo not drawn)	7	-0.48	0.22
O=c1nc(-c2ccccc2)n(-c2ccccc2)c2ncccc12	x	1.5	0.13
CCOc1ccc(-n2cc(C(=O)NC(C)C)c3cc(OC)c(OC)cc3c2=O)cc1	-16	0.87	0.89
O=C1N(CN2C(=O)C3(OCCO3)c3ccccc32)c2ccccc2C12OCCO2	x	-1.1	-0.89
COC(=O)COc1ccc2oc(=O)cc(C)c2c1	-19	0.65	-0.01
CC1(C)NC(=O)N(CC(O)CN2CCOCC2)C1=O (stereo not drawn)	x	1	0.96
O=C(COC(=O)c1ccccc1Cc1ccccc1)Nc1ccc(SC(F)F)cc1	7	-0.5	-0.1
Cc1ccc2c(c1)nnn2C1CCN(CC(=O)NCCc2ccccc2)CC1	52	-0.65	-1.2
c1ccc(N(c2ccccc2)c2nc(-n3ccnc3)nc(-n3ccnc3)n2)cc1	0	-2.8	-1.9
COCCCNCCOc1ccc(C)cc1[N+](=O)[O-]	23	-1.5	-1.8
CNc1ccc(Br)cc(C(=O)/C=C/c2cccc(OC)c2)c1=O	x	-2.1	-1.9
O=C1C=C(c2ccc(Cl)cc2)C(=O)N1Nc1ccccc1	8	-1.6	-1.5
COC(=O)Nc1ccc(C)cc1NC(=O)OC	-19	-0.14	-0.44
CCOC(=O)C1=C(N)OC2=C(C(=O)CC(C)(C)C2)C1c1ccccc1OC (stereo not drawn)	-5	x	x
COc1cc(OC)cc(C(=O)NCC(=O)OCC(=O)N2CCc3ccccc32)c1	0	x	x
CN(C)S(=O)(=O)c1cccc(NC(=O)COC(=O)c2ccc(Br)o2)c1	11	-0.81	-1.1
COc1ccc(N(CC(=O)NCC2CCCO2)S(=O)(=O)c2ccc(C)cc2)cc1OC (stereo not drawn)	64	-0.43	-0.86
CCC(C(=O)NCc1ccc(OC)cc1)n1nc(C)n2c(cc3occc32)c1=O (stereo not drawn)	-17	-0.81	-0.72
Cn1cnc2c(N3CCCCC3)nccc21	0	1.7	1.4
CC(C1CC2CCC1C2)n1c(COc2ccccc2F)nnc1SCC(N)=O (stereo not drawn)	-12	-0.24	-1.3
C/C(NC(=O)c1cccc(F)c1)=C1/C(=O)C[C@@H]2[C@H]1C2(C)C	0	-0.3	0.09
COc1ccc(N2C(=O)c3ccc(C(=O)OC(C)C)cc3C2=O)cc1	u	0.22	0.13
O=C(CCCN1C(=O)c2ccccc2C1=O)Nc1ccc2c(c1)OCCO2	29	x	x
Clc1ccc(C[n+]2csc3ccccc32)cc1	0	-0.85	-0.43
CSc1ccc(N2CCN(CCCNC(=O)Nc3ccccc3F)CC2)cc1	-104	-0.19	0.18
Cc1[nH]n(-c2cccc3ccccc23)c(=O)c1/C=N/NC(=O)c1cccc([N+](=O)[O-])c1	65	-1.2	-0.38
CCc1nnc2sc(-c3cc(-c4ccccc4)nc4ccccc34)nn12	-69	-2.1	-1.2
CCC(=O)Oc1ccc(/C(CC)=C(\CC)c2ccc(OC(=O)CC)cc2)cc1	-200	-0.89	0.3
Cc1ccccc1S(=O)(=O)Cc1ccc(C(=O)NCCN2CCCCC2C)o1 (stereo not drawn)	-114	0.92	0.88
Cc1nn2c(-c3cccc(NC(=O)CSc4nc5ccccc5o4)c3)nnc2c2ccccc12	-10	-1.1	0.8

# Filtered by structure: the entries above containing a cyano group
mol	INS promoter inh	SDO1 yeast rescue	SDO1 yeast rescue Rescue 24 h
COc1cc(/C=C(\C#N)C(=O)Nc2cccc3ncccc23)cc(OC)c1OC	x	0.41	-0.14
Cn1nc(N)c2c(-c3ccc(Cl)cc3)c(C#N)c(N)nc21	6	3.3	2.8

# Additional structures
mol	INS promoter inh	SDO1 yeast rescue	SDO1 yeast rescue Rescue 24 h
O=C(CCc1nc2ccccc2s1)NCc1ccccc1F	-382	x	x
O=C(c1cnn2c(C(F)(F)F)cc(-c3cccs3)nc12)N1CCN(C(c2ccccc2)c2ccccc2)CC1	24	-0.97	-0.83
CN(C)/C=C1\N=C(c2ccccc2)OC1=O	-22	x	x
CCSc1nnc2c(n1)OC(C)(C)Nc1ccccc1-2	x	0.06	-1.6
CC(=O)N(c1c(C)n(C)n(-c2ccccc2)c1=O)C1(C(=O)NC2CCCC2)CCCCC1	x	11*	6.8*
COc1ccc(OC)c(N(CC(=O)Nc2ccccc2)S(C)(=O)=O)c1	x	0.62	0.88
CCCS(=O)(=O)c1c(S(=O)(=O)CCC)c2c(C(N)=O)cccn2c1C(=O)c1ccc(F)cc1	-80	x	x
CC(=O)N(CCc1ccccc1C)Cc1cc2cc3c(cc2[nH]c1=O)OCO3	36	0.14	-0.57
O=C(CO/N=C/c1cccc([N+](=O)[O-])c1)NC1CCCCCC1	-450	-0.23	-0.19
CCS(=O)(=O)n1nc(-c2ccco2)nc1N	-19	x	x
COC(=O)c1cccc(OCC(O)Cn2cnc3cc(C)c(C)cc32)c1 (stereo not drawn)	64	-0.45	-0.01
CC1CN(C(=O)N2c3ccccc3Sc3ccccc32)C(C)CC1=O (stereo not drawn)	0	-0.97	-0.82
O=C(Nc1nnc(-c2cccs2)o1)c1cccc(Oc2ccccc2)c1	x	-2.5	-1.8
Cc1sc(NC(=O)CSc2nnc(C)c(=O)[nH]2)c(C#N)c1C	43	0.77	-0.43
Cc1occc1-c1n[nH]c(=S)n1C	20	x	x
CCN(CC)S(=O)(=O)c1ccc(C(=O)NCc2ccc3c(c2)cc(C)n3C)cc1	x	0.28	-0.11
